Screening results deposited in PubChem BioAssay by several laboratories.
M1AAP inhibition: malaria alanyl aminopeptidase activity blockers – biochemical, fluorogenic H-Leu-NHMec substrate, 1536-well (AID 1445) | recombinant M1AAP, H-Leu-NHMec fluorogenic kinetic assay; higher % means a stronger effect | one-dose inhibition, % at 30 µM; IC50 in µM for titrated hits | hit rate 0.42% among 220,000;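 active = primary inhibition above the hit cutoff, then over 50% inhibition at one or more dose response concentrations, cut at about 23% in these data, passing the limit was not always enough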;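 also: plate controls were DMSO full reaction for no effect and no enzyme background for full effect; strong numbers were not always called active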
Yfh1-depleted yeast: enhancers of respiration in Yfh1-depleted yeast, dose response, Friedreich's ataxia, plus single-dose screen (AID 1465); fold induction at 50 µM; hits with a dose series show EC50 in µM; hit rate 0.074% among 220,000; S. cerevisiae Yfh1-off respiration, WST-1 reduction, 72 h; higher fold induction means a stronger effect;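 active = fold induction of absorbance versus untreated yeast above a set limit, then at least 30% activation at any dose in follow-up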;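 also: activators that raise dye reduction in frataxin-depleted yeast; strong numbers were not always called active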
MT stabilizer: microtubule stabilizers in HeLa cells. % tubulin-high responders, % at 10 µM. HeLa tubulin immunostaining HCS, 24 h; share of cells brighter than vehicle mean+2SD. hit rate 0.83% among 200,000. AID 2205;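 active = plate Z-score above 3 for both tubulin-high and condensed-nucleus cell shares, with cell loss under 80%, at 10 µM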;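 also: anti alpha tubulin signal scored within the nucleus-defined area of each cell; some results filed as inactive read as strong as hits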
Dynein transport: dynein cargo transport inhibition; 3617.4 mouse cells, GR-EGFP nuclear translocation imaging; test concentration mostly 20 µM; stimulated with dexamethasone, 1 µM; stronger effect = lower value; AID 1381; z-score, hits read low; hit rate 0.47% among 220,000;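 active = plate z-score of nuclear minus cytoplasmic receptor signal below a set negative limit, without overly bright fluorescence or cell loss, cut at about -3.5 in these data, passing the limit was not always enough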;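 also: z-score of nuclear minus cytoplasmic ring GR-EGFP intensity difference per well; some compounds called inactive have numbers as strong as hits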
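Buffer or medium: tet-free, stripped-serum medium; reagent: dexamethasone at 1.0 µM final, 30 min; incubation: 48 h induction, 1 h compound, 30 min dex at 37 °C; measured by: formaldehyde fixation, Hoechst nuclear stain, 10x automated fluorescence imaging; read-out: nuclear-to-cytoplasmic GR-EGFP distribution per well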
T cell HTS: T cell immune modulators affecting CD8 T cell-vesicle binding | 2C CD8+ T cell-vesicle binding, flow cytometry; stronger effect = lower value | hit rate 0.068% among 330,000 | calls only at 7 µM;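 active = response, share of CD8 T cells binding vesicles, and their 90th percentile fluorescence all below set limits, cut at about 80% in these data, passing the limit was not always enough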
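material = purified 2C TCR transgenic mouse naive CD8+ T cells | controls = Unloaded micro-vesicles (low), QL9 vesicles with 0.7% DMSO (high) | detection = cytometric PE anti-B7-1 and Alexa647 anti-CD8 signals after 1% paraformaldehyde fixation | incubation = binding step 1.5 h, 37 °C, antibody labelling 20 min, ice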
WT yeast gro inh: growth inhibition of WT yeast, mitochondrial fusion screen | mitochondrial fusion phenotypic screen, WT strain | inhibition, % at 10 µM | hit rate 2.1% among 190,000 | AID 1362; in the data active = inhibition above about 58%; tested in S. cerevisiae
b-catenin transl: alters nuclear translocation of beta-catenin in HeLa cells. immunofluorescence imaging. hit rate 0.3% among 190,000. nuclear translocation activity, % at 5 µM;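 active = nuclear translocation activity above 50% at 5 µM, with a well cell count of 50 or more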;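 also: per-cell ratio of nuclear to cytoplasmic median beta-catenin stain intensity; plate controls were DMSO negative control for no effect and GSK-3 inhibitor IX positive control for full effect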
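Read-out: Nuclear/cytoplasmic beta-catenin signal ratio, % activation | Assay system: Human HeLa cell line | Times: 24 h compound exposure at 37°C, 5% CO2 | Signal: Fluorescence imaging of beta-catenin antibody stain plus DAPI | Dosing: 5 µM primary, 0.02–20 µM confirmation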
P. falciparum M17LAP: P. falciparum M17LAP inhibitors, primary screen, biochemical, fluorogenic H-Leu-NHMec substrate, 1536-well (AID 1619); recombinant M17LAP, H-Leu-NHMec fluorogenic kinetic assay; higher % means a stronger effect; inhibition, % at 30 µM; hits with a dose series show IC50 in µM; hit rate 0.38% among 220,000;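 active = compound inhibiting the enzyme by more than half at any dose during confirmatory dose-response retesting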;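 also: plate controls were full reaction with DMSO carrier for no effect and no enzyme background for full effect; strong numbers were not always called active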
Autophagy HCS: autophagy modulation, high-content screen. MEF GFP-LC3 puncta imaging; test concentration mostly 10 µM. hit rate 0.98% among 190,000. AID 463193. calls only at 10 µM (by protocol);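 active = percentage of spot-positive cells more than 3 SD above its plate mean, without a fluorescence outlier flag or 80% toxicity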;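 also: spot-positive cell cutoff set from DMSO-treated cells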
WT yeast gro inh mutant strain: recorded beside WT yeast gro inh, whose call it bears; inhibition, %; mitochondrial fusion phenotypic screen, mutant strain inhibition
Dynein transport cytoplasmic EGFP: further read-out of Dynein transport, marked with its call; z-score; measured here: cytoplasmic GR-EGFP intensity; stronger effect = higher value
Dynein transport nuclear GR-EGFP: second read-out of Dynein transport, no call of its own (marks repeat the call); z-score; measured here: nuclear GR-EGFP intensity;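 lower value marks the stronger effect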
Dynein transport cell count: also measured in Dynein transport; calls as there; z-score; measured here: cell count per field
b-catenin transl cell count 5 µM: second read-out of b-catenin transl, no call of its own (marks repeat the call); cell count; measured here: cell count, cytotoxicity flag
T cell HTS vesicle-bound %: also measured in T cell HTS; calls as there; double positive events, %; measured here: CD8+ vesicle-bound cell fraction;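 binding gate set so that unloaded-vesicle control wells show 10% double positive cells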
MT stabilizer Hoechst-high %: also measured in MT stabilizer; calls as there; % Hoechst-high responders; measured here: nuclear condensation Hoechst responders;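 share of cells brighter than vehicle mean plus two SD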
MT stabilizer cytotoxicity %: second read-out of MT stabilizer, no call of its own (marks repeat the call); toxicity, %; measured here: cytotoxicity by cell density;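 0% = mean cell density of plate MIN control wells and 100% = no cells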
Autophagy HCS cell loss 18 h: also measured in Autophagy HCS; calls as there; toxicity, %; measured here: cell loss, nuclei count;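 cell loss after 18 h compound exposure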
* hit, by the source's call; i = inactive; x = no result given.

SMILES	M1AAP inhibition	Yfh1-depleted yeast	MT stabilizer	MT stabilizer Hoechst-high %	MT stabilizer cytotoxicity %	Dynein transport	Dynein transport cytoplasmic EGFP	Dynein transport nuclear GR-EGFP	Dynein transport cell count	T cell HTS	T cell HTS vesicle-bound %	WT yeast gro inh	WT yeast gro inh mutant strain	b-catenin transl	b-catenin transl cell count 5 µM	P. falciparum M17LAP	Autophagy HCS	Autophagy HCS cell loss 18 h
Cc1ccc(-c2nn(-c3ccccc3)cc2C2SCC(=O)N2Cc2ccccc2)o1 (stereo unspecified)	21%	i	2.0	2.2	8.5	-1.5	-0.095	-0.59	0.2	i	18	47	26	-4.2	1101	5%	i	-3
O=C(Nc1ccc(Cl)c([N+](=O)[O-])c1)c1ccncc1	0%	i	2.7	1.0	0.3	-0.38	-0.24	-0.28	0.39	i	53	-4	2	-3.2	901	-2%	i	-2
COc1cc(C2C(C#N)=C(N)Oc3n[nH]c(-c4ccncc4)c32)cc(OC)c1OC (stereo unspecified)	16%	x	2.7	0.9	2.2	-0.55	-0.36	-0.45	0.85	i	50	-19	-14	0.3	1357	26%	i	-25
COc1ccccc1-c1nnc2sc(-c3cc4ccccc4o3)nn12	2%	x	44	14	75	2	-0.18	0.93	-1.7	i	12	17	10	94*	710*	4%	i	39
COC(=O)Cn1c(=NC(=O)c2nc3ccccc3s2)sc2cc(S(C)(=O)=O)ccc21	4%	i	6.4	3.0	9.8	1.7	-0.17	0.89	-1.3	i	48	-7	-14	-0.2	1034	-9%	i	6
O=C1Nc2ccc(S(=O)(=O)NCC3CCCO3)c3cccc1c23 (stereo unspecified)	3%	i	4.1	1.8	5.9	-0.11	-0.064	0.25	-0.85	i	22	18	12	-0.4	971	-12%	i	25
CC1(C)CC(=O)C(C=NCCc2ccc(O)cc2)=C(O)C1	4%	i	4.8	3.9	6.2	-0.58	-0.31	-0.54	0.41	i	9	13	21	0.2	985	-12%	i	7
Cc1cccc(-n2cc(CN3CCN(c4ccccn4)CC3)c(-c3cccc(F)c3)n2)c1	2%	i	2.5	2.0	3.2	-0.25	-0.29	-0.32	0.29	i	55	46	34	-3.7	967	-5%	i	17
COc1ccccc1N1CCN(CCCCCCOc2ccc(F)cc2)CC1	12%	i	5.7	2.0	6.9	-0.58	-0.26	0.22	1.1	i	40	21	34	-3.0	575	6%	i	-9
CCC(C)[C@H](NC(=O)N1CCCC1)C(=O)OC (stereo partly specified)	17%	i	4.7	1.8	1.4	-0.49	-0.1	-0.41	0.92	i	56	-12	-13	2.4	1086	-6%	i	2
CCOc1ccc(S(=O)(=O)N/N=C(\C)c2ccc(Cl)c(Cl)c2Cl)cc1	4%	i	3.2	2.9	7.1	-0.31	-0.013	0.29	-0.76	i	19	-9	0	-3.0	1106	53%	i	-3
O=C(NCC1c2ccccc2CCN1C(=O)CN1C(=O)c2ccccc2C1=O)C1CCCCC1 (stereo unspecified)	4%	i	0.6	1.6	1.3	-0.66	-0.2	-0.32	0.78	i	30	3	9	-5.0	1234	2%	i	13
CCOc1ccc(NC(=S)N2CCC(C(N)=O)CC2)cc1	2%	i	1.6	3.1	8.1	-0.35	-0.24	-0.46	-0.0054	i	45	1	-17	-2.9	1137	-4%	i	11
CCn1c(SC(=O)NC2CCCCC2)nnc1-c1cccs1	1%	i	2.8	1.5	12	-3.3	0.43	-1.4	0.02	i	14	18	23	-0.2	1013	5%	i	-1
COc1ccc(/C=N/NC(=O)c2ccc(CN3C(=O)c4cccc5cccc3c45)cc2)cc1O	6%	i	1.7	2.0	3.6	-0.14	-0.24	0.06	-0.035	i	26	-10	-4	-2.3	1142	-2%	i	8

Only Dynein transport cytoplasmic EGFP, Dynein transport and WT yeast gro inh, for 2 of the compounds above:
canonical_smiles	Dynein transport cytoplasmic EGFP	Dynein transport	WT yeast gro inh
CC1(C)CC(=O)C(C=NCCc2ccc(O)cc2)=C(O)C1	-0.31	-0.58	13
Cc1cccc(-n2cc(CN3CCN(c4ccccn4)CC3)c(-c3cccc(F)c3)n2)c1	-0.29	-0.25	46

The list goes on.
SMILES	M1AAP inhibition	Yfh1-depleted yeast	MT stabilizer	MT stabilizer Hoechst-high %	MT stabilizer cytotoxicity %	Dynein transport	Dynein transport cytoplasmic EGFP	Dynein transport nuclear GR-EGFP	Dynein transport cell count	T cell HTS	T cell HTS vesicle-bound %	WT yeast gro inh	WT yeast gro inh mutant strain	b-catenin transl	b-catenin transl cell count 5 µM	P. falciparum M17LAP	Autophagy HCS	Autophagy HCS cell loss 18 h
Cc1ccc(-c2nnc(-c3ccccc3)o2)cc1Br	x	i	2.3	1.3	1.7	-0.096	-0.21	-0.06	0.27	i	37	x	x	x	x	x	i	-1
CN(C)c1ccc(/C=N\NC(=O)c2ccc(Cn3cc(Cl)cn3)cc2)cc1	4%	i	29*	17*	66*	-0.73	-0.27	0.14	0.85	i	36	-8	-20	-3.1	561	8%	i	9
CC(C)=C(NC(=O)c1ccccc1Br)C(=O)NCCc1nc2ccccc2[nH]1	3%	i	x	x	x	-0.64	-0.21	0.0053	0.53	i	38	x	x	0.2	1322	2%	x	x
Cc1nc2cc(NC(=O)Nc3ccccc3Cl)ccc2n1C	5%	i	2.3	2.3	5.1	-0.45	-0.21	-0.37	-0.033	i	22	13	5	0.8	1010	-13%	i	23
Cn1c(=O)c2c(ncn2CC(N)=O)n(C)c1=O	1%	i	7.8	2.1	7.4	-0.67	-0.23	-0.031	0.71	i	25	-8	-12	-4.6	1185	4%	i	6
O=C(CSc1nc(-c2ccco2)cc(C(F)(F)F)n1)NCC1CCCO1 (stereo unspecified)	4%	i	3.4	1.3	5.7	0.12	-0.16	0.49	0.052	i	27	-25	-7	-0.6	1117	22%	i	-7
Cc1ccc(C(=O)Nc2ncc(Cc3ccccc3)s2)o1	0%	i	2.3	1.6	3.6	2.2	-0.23	1.8	-1.3	i	37	24	15	2.1	1418	5%	i	-3
CCCN1C(=O)/C(=C/c2ccc(N3CCOCC3)cc2)NC1=S	6%	i	2.0	1.4	3.0	0.87	0.013	1.4	-1.8	i	14	25	36	-5.4	602	2%	i	10
COc1ccc(CCNC(=O)c2nnn(CC(=O)Nc3ccccc3)c2N)cc1OC	2%	i	3.0	2.8	7.3	0.18	-0.37	0.12	0.38	i	47	11	15	x	x	12%	i	3
COc1cc(Cl)c([C@@H]2C[C@H]3CN(c4ccccc4)C(=O)[C@]34CCCN24)cc1OC	-3%	i	2.5	1.8	4.6	0.69	-0.12	0.57	-1.1	i	45	12	-1	1.7	943	0%	i	19
COc1ccc(C)cc1NC(=O)CN1CCN(c2ccccc2F)CC1	4%	i	4.8	2.2	7.1	1.2	-0.099	0.66	-1.8	i	18	18	10	-0.2	1085	6%	i	-5
COc1ccc(OC)c(CNCCNC(=O)c2ccco2)c1	7%	i	1.7	1.6	1.7	-0.1	-0.29	0.3	0.62	x	x	-19	4	-5.4	1098	8%	i	36
CCOC(=O)c1sc(NC(=O)Nc2ccc(F)cc2)nc1C	7%	i	3.2	1.8	2.0	0.0012	-0.28	-0.034	-0.39	i	15	24	-3	1.9	519	-9%	i	13
CC(C)n1c(NCc2nc3ccccc3n2C)nc2ccccc21	-7%	i	0.9	1.7	19	-0.52	-0.3	-0.21	0.13	i	26	-5	5	x	x	4%	i	1
CC(=O)N1CCN(CC(=O)Nc2ccc(C)c(S(=O)(=O)N(C)C)c2)CC1	1%	i	9.8	1.4	8.6	-0.051	0.0093	0.28	0.34	i	37	-12	3	-2.2	1093	-6%	i	-4
CN1c2ccc(Cl)cc2C(=O)NC1C1CC=CCC1 (stereo unspecified)	8%	i	x	x	x	-0.32	-0.28	-0.2	0.79	i	34	x	x	-0.7	1078	-33%	x	x
COc1ccc(NC(=O)c2ccc(CNc3c(NC4CCCCC4)c(=O)c3=O)cc2)cc1OC	5%	i	6.4	3.0	1.6	0.14	-0.25	0.22	-0.07	i	38	-8	-4	x	x	-7%	i	3
CCOC(=O)N1CCN(C(=O)Nc2ccc(Cl)cc2)CC1	5%	i	4.4	2.1	6.7	1.3	-0.25	1.7	-1.3	i	42	-13	-20	0.2	1038	1%	i	-5
Cc1ccc2c(CC(=O)NCc3ccco3)coc2c1C	5%	i	41*	43*	33*	-0.016	-0.12	-0.013	0.42	i	45	-6	3	114*	246*	2%	i	22

3 compounds from above, arranged by the number in P. falciparum M17LAP, lowest first:
SMILES | P. falciparum M17LAP
CN1c2ccc(Cl)cc2C(=O)NC1C1CC=CCC1 (stereo unspecified) | -33%
COc1ccc(NC(=O)c2ccc(CNc3c(NC4CCCCC4)c(=O)c3=O)cc2)cc1OC | -7%
Cc1ccc2c(CC(=O)NCc3ccco3)coc2c1C | 2%
